VLA-4 inh: inhibition in human VLA-4 binding assay, primary screen, VLA-4 allosteric modulator project, MLPCN library, flow cytometry, VLA-4 expressing cells; 0.2% of 330,000 active; Integrin alpha-4 (Homo sapiens), P13612; ligand binding flow cytometry; inhibition, % (about 7 µM as worked out from the volumes in the protocol); in the data active means inhibition above about 50%
Target sequence (P13612 whole entry, looked up): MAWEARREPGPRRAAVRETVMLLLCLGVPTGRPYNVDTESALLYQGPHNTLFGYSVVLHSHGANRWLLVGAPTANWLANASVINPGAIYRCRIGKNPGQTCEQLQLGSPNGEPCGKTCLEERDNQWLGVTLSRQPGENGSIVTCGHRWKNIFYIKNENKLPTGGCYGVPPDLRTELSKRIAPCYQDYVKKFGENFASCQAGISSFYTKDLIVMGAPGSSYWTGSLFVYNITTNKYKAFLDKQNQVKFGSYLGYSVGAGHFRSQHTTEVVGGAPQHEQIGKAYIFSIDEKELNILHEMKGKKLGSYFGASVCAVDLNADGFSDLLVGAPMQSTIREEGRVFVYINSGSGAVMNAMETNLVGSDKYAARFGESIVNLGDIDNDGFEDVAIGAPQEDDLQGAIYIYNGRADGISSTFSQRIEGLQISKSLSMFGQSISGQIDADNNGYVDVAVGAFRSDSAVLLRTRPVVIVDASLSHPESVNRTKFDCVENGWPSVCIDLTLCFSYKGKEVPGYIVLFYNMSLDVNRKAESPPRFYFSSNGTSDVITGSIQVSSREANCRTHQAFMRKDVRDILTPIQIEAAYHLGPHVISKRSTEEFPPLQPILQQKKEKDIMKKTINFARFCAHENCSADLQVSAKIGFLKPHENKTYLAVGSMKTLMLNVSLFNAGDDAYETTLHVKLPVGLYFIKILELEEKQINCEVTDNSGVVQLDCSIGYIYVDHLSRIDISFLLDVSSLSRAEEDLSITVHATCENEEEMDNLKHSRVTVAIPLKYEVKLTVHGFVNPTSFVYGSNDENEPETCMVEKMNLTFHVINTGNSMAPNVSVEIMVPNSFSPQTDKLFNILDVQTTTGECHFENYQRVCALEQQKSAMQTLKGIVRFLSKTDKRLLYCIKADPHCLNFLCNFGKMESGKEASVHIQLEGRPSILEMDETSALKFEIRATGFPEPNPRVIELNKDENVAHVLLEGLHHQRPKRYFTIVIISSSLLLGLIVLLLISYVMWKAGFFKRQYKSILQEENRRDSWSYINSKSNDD
PP5 primary: PP5 phosphatase inhibitors, primary screen, biochemical, fluorescence; Serine/threonine-protein phosphatase 5 (Homo sapiens), P53041; purified PP5c, OMFP substrate fluorescence; inhibition, % at 6.7 µM; 0.18% of 320,000 active; AID 1987, 2009;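 active means inhibition above the campaign's mean inhibition across all tested compounds plus 3 SD, cut at about 9.5% in these data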;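 further: 0% = DMSO only and 100% = 100 µM cantharidin control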
GRK2 inh: compounds blocking aptamer binding on GRK2 – biochemical, human GRK2, bead flow cytometry, HTS, primary screen. Beta-adrenergic receptor kinase 1 (Homo sapiens), P25098. FAM-aptamer displacement from GRK2. inhibition of aptamer binding, % at 10 µM. 0.59% of 330,000 active. AID 488847, 2010;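 active means inhibition of aptamer binding above 40%, roughly 3 SD of noise, on plates passing a quality check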;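 further: median bead fluorescence of bound FAM aptamer so fluorescent compounds give negative values; no value below 0 was filed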
Fh CTSL1 inh: Fasciola hepatica cathepsin L1 inhibitors, primary screen, counter-screen for PFM18AAP inhibitor project, biochemical, QFRET, fluorogenic peptide substrate | recombinant F. hepatica cathepsin L1, Z-Leu-Arg-MCA fluorescence | inhibition, % at 5.96 µM | 0.49% of 300,000 active;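 active means inhibition above the mean of all tested compounds plus 3 SD, set per screening campaign, cut at about 17% in these data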;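 further: 0% = plate median of test compound wells and 100% = 1 µM Z-Phe-Ala-diazomethylketone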
proCasp7 act: procaspase-7 activators, primary screen, counter-screen for procaspase-3 activator project, biochemical, absorbance, HTS, human; Caspase-7 (Homo sapiens), P55210; recombinant procaspase-7, Ac-DEVD-pNA absorbance 405 nm; D23A/D198A/D206A triple mutant, cannot self-cleave; scale: DMSO 0, 5 µM enzyme 100; activation, % at 8.5 µM; 0.093% of 330,000 active; AID 463210, 2010;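 active means percent activation above the screen-wide mean plus 3 SD, cut at about 25% in these data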
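Assay system – Uncleavable procaspase-7 mutant enzyme · Quantity – 2 µM procaspase-7 mutant as dispensed · Times – 1 h preincubation, 2 h reaction · Dosing – single nominal 8.5 µM compound dose, 0.8% DMSO final · Buffer or medium – Zinc-free 50 mM HEPES buffer, pH 7.4, with NaCl and Triton X-100 · Detection – Epi-absorbance of released pNA at 405 nm, two timepoints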
core dimer inh: inhibitors of HCV core protein dimerization, primary screen, biochemical, TR-FRET, high-throughput | TR-FRET GST/Flag-core106 dimerization, 1536-well | inhibition, % at 5 µM | 0.33% of 300,000 active | AID 1899, 2009;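 active means inhibition above the mean of all tested compounds plus 3 SD, set per screening campaign, cut at about 45% in these data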
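Assay system – GST-tagged and Flag-tagged HCV core protein residues 1-106 · Quantity – core106 proteins, GST 13.5 nM and Flag 17 nM · Benchmarks – unlabelled core106 and no-GST-core106 wells · Read-out basis – percent inhibition of core106 dimerization signal · Detection – time-resolved FRET, ex 340 nm, em 617 and 671 nm · Schedule – 4 h at 22.5 °C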
PP1 inh: PP1-alpha phosphatase inhibitors, primary screen, counter-screen for PP5 inhibitor project, biochemical, fluorescence, OMFP substrate, single point | purified PP1alpha | AID 2235, 2010 | inhibition, % at 6.7 µM | 0.9% of 320,000 active | Serine/threonine-protein phosphatase PP1-alpha catalytic subunit (Homo sapiens), P62136;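 active means inhibition above the mean inhibition of all tested compounds plus 3 SD, computed separately for each screening campaign, cut at about 15% in these data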
GASC-1 inh: inhibitors of GASC-1 histone demethylase, primary screen, biochemical, fluorescence, DELFIA europium; AID 2099, 2009; inhibition, % at 2.35 µM; GST-JMJD2C(1-420) H3K9me3 demethylation; Lysine-specific demethylase 4C (Homo sapiens), Q9H3R0; 0.069% of 330,000 active;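 active means more than half of a compound's replicate wells show inhibition beyond 50%, single wells judged on their own value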;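 further: signal counts dimethyl H3K9 product captured on neutravidin plate; 0% = median of DMSO wells and 100% = 0.3 times that DMSO median; strong numbers were not always called active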
procasp3 activ: activators of human procaspase-3 D3A mutant, primary screen, biochemical, absorbance, PC-3 D3A mutant, single concentration; activation, % at 8.5 µM; 0.11% of 330,000 active; AID 463141, 2010; Caspase-3 (Homo sapiens), P42574; recombinant procaspase-3 D3A, Ac-DEVD-pNA absorbance 405 nm;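 active means activation above the mean of all tested compounds plus 3 SD, cut at about 21% in these data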;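 further: 0% = DMSO alone and 100% = DMSO wells spiked with extra 5 µM PC-3 D3A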
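Compound: 8.5 µM single point, 0.8% DMSO / Material: Autoprocessing-dead procaspase-3 D3A mutant enzyme / Timing: 1 h preincubation plus 2 h reaction at 25 °C / Medium: Zinc-free HEPES/NaCl buffer with 0.01% Triton X-100 at pH 7.4 / Technique: 405 nm absorbance of p-nitroaniline, reads at 0 and 120 min / Repeats: one well per compound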
The depositor's hits bear a star; i = inactive.

The line under a structure holds: VLA-4 inh | PP5 primary | GRK2 inh | Fh CTSL1 inh | proCasp7 act | core dimer inh | PP1 inh | GASC-1 inh | procasp3 activ
- O=C(NCCCN1CCOCC1)C(=O)NCC1OCCN1S(=O)(=O)c1ccc(F)cc1 (centres undefined)
 : -19.0 | 2.2 | 0.0 | 5.8 | 8.4 | -6.2 | -10.0 | 0.6 | 3.3
- CCOC(=O)C1=C(C)Nc2ccc(C)cc2S1
 : -12.9 | -1.7 | 0.0 | -2.4 | -22.2 | -29.0 | -7.2 | -3.7 | -22.3
- COCCCNc1nc(-c2ccc(Cl)cc2)nc2ccccc12
 : 5.2 | 5.7 | 1.0 | 4.5 | -1.7 | -3.9 | 5.5 | 0.6 | -8.6
- CCOC(=O)C1Nc2ccc(C(F)(F)F)cc2C2c3ccccc3CC12 (centres undefined)
 : 13.9 | -7.3 | 3.0 | 9.4 | -1.4 | -11.1 | -0.6 | 5.7 | -6.4
- c1ccc(-c2cnc(SCCN3CCOCC3)n2CC2CCCO2)cc1 (centres undefined)
 : -4.1 | 0.3 | 0.0 | 4.5 | -3.0 | -5.7 | 0.4 | -3.8 | -18.2
- CCC(=O)Nc1nc(CC(=O)Nc2ccccc2)cs1
 : 26.9 | 0.2 | 0.0 | -3.1 | -7.7 | -0.1 | 1.4 | 6.0 | 3.9
- CCN(CC)CCCn1c2c(c(SCC(=O)Nc3ccc(OC(F)(F)F)cc3)nc1=O)CCC2
 : 14.9 | 0.1 | 0.0 | 1.0 | 12.9 | -0.6 | -2.8 | i | -6.0
- Cc1cc(C)c(NC(=O)CSc2nc3ncc(Cl)cc3[nH]2)c(C)c1
 : -0.2 | 1.7 | 2.0 | -1.1 | 5.2 | 0.8 | 4.2 | 9.2 | -1.6
- CC(=O)Nc1cccc(NS(=O)(=O)c2cccc3nsnc23)c1
 : 13.5 | -0.1 | 1.0 | -3.4 | -4.1 | -0.1 | 1.1 | 5.9 | 2.4
- O=C(N/N=C/c1cccc(O)c1)c1cc(C2CC2)nc2ccccc12
 : 19.6 | 1.9 | 1.0 | -1.1 | 2.8 | -13.2 | 0.7 | 14.2 | -10.5
- CCOC(=O)N1CCC(c2cc(=O)n3[nH]c(C)c(-c4ccc(F)cc4)c3n2)CC1
 : 21.1 | 2.6 | 0.0 | 2.8 | 1.5 | 0.1 | 19.5* | -3.5 | 2.9
- CC1CCCCN1C(=O)C(=O)c1cn(CC(=O)N2CCCCCC2)c2ccccc12 (centres undefined)
 : -2.4 | 0.5 | 35.0 | 2.9 | 0.9 | 8.2 | -2.6 | -8.1 | 1.7
- NC(=O)C1CCN(C(=O)CSc2ncccn2)CC1
 : 1.4 | 0.2 | 0.0 | 0.3 | 6.3 | -1.9 | -8.4 | -1.0 | 3.2
- C=CCNc1nnc(SC2CC(=O)N(c3ccc(OCCC)cc3)C2=O)s1 (centres undefined)
 : 13.3 | -0.9 | 0.0 | -1.1 | -34.9 | 2.2 | 2.5 | 8.1 | -24.3
- CC(=O)Nc1ccc(NC(=S)NC(=O)c2oc3ccccc3c2C)cc1
 : -7.0 | -2.4 | 0.0 | 1.5 | 2.6 | 7.8 | -3.2 | -0.1 | 2.3
- O=C(CN1CCN(c2ccc(Cl)cc2)CC1)c1ccccc1
 : 23.2 | 2.7 | 4.0 | -5.8 | 1.6 | -0.2 | -2.6 | 3.7 | 3.7
- COCCCNC(=O)c1ccc(CS(=O)(=O)c2ccccc2OC)o1
 : -8.7 | 0.9 | 37.0 | -5.5 | 2.1 | -6.8 | 1.9 | -40.1 | -3.1
- Cc1csc2ncnc(NCCc3ccccn3)c12
 : 1.5 | 2.2 | 0.0 | -0.5 | 1.1 | 2.5 | -3.8 | 8.9 | -3.3
- O=C(NCCCN1CCCCCC1)c1ccc2c(Cl)c3c(nc2c1)CCCC3
 : 7.9 | 1.6 | 0.0 | -4.5 | 6.5 | 0.1 | -3.5 | -3.9 | 8.9
- Cc1ccc(NC(=O)CCNS(=O)(=O)c2ccc3[nH]c(=O)oc3c2)cc1
 : -3.8 | -1.3 | 0.0 | 0.8 | 1.1 | -5.9 | -2.9 | -1.6 | -0.9
- c1ccc(CNc2ccc(CNc3ncn[nH]3)cc2)cc1
 : 3.7 | 2.0 | 0.0 | -2.6 | 2.6 | -7.0 | -4.6 | 10.9 | -9.4
- O=S(=O)(Cc1ccccc1Cl)N1CCCCC1
 : -7.9 | 0.9 | 0.0 | -0.3 | 0.9 | -7.7 | -2.8 | -14.6 | -4.7
- S=c1[nH]nc(-c2cc(-c3ccccc3)n[nH]2)n1/N=C/c1c2ccccc2cc2ccccc12
 : 7.6 | 2.6 | 0.0 | -1.2 | -20.9 | 16.8 | 4.9 | -1.1 | -12.1
- CCOC(=O)c1ccc(N2C(=O)CC(Sc3ncccn3)C2=O)cc1 (centres undefined)
 : -13.6 | -1.4 | 3.0 | 3.1 | -25.9 | 4.6 | -2.1 | -4.0 | -18.6
- CSc1nc(C)c(CCOC(=O)c2cccc(C)c2)c(=O)[nH]1
 : 9.7 | -0.3 | 0.0 | 3.3 | -4.7 | -0.3 | -0.4 | 19.9 | 1.1
- CC1CCC(NS(=O)(=O)c2ccc3c(c2)CC(=O)N3)CC1 (centres undefined)
 : 8.6 | 2.8 | 3.0 | -2.8 | -12.5 | -1.5 | -0.1 | -0.9 | -3.0
- CCCCC1=CC2=CC(=O)C(C)(OC(=O)c3cnc4ccccc4n3)C(=O)C2=CO1 (centres undefined)
 : -18.0 | 5.5 | 2.0 | -2.6 | 0.6 | 38.7 | -0.8 | 2.5 | -3.0
- Cc1cccc(NC(=O)c2ccc(C3SCC(=O)N3CCc3ccccc3)cc2)c1 (centres undefined)
 : 14.1 | 5.2 | 0.0 | 0.5 | -1.6 | 17.2 | 0.7 | -2.5 | 8.4
- CC1Cc2ccccc2N1S(=O)(=O)c1cnc[nH]1 (centres undefined)
 : -72.7 | -1.6 | 5.0 | 2.2 | 5.3 | -4.3 | -0.7 | 5.3 | -5.4
- O=C(O)c1cccc(-c2ccc(/C=N/NC(=O)C3COc4ccccc4O3)o2)c1 (centres undefined)
 : -1.5 | 2.2 | 0.0 | 4.6 | 3.2 | -2.3 | 3.5 | -0.5 | -5.1

Looked up by structure from the entries so far, two records:
The line under a structure holds: VLA-4 inh | PP5 primary | GRK2 inh | Fh CTSL1 inh | proCasp7 act | core dimer inh | PP1 inh | GASC-1 inh | procasp3 activ
- CCOC(=O)c1ccc(N2C(=O)CC(Sc3ncccn3)C2=O)cc1 (centres undefined)
 : -13.6 | -1.4 | 3.0 | 3.1 | -25.9 | 4.6 | -2.1 | -4.0 | -18.6
- O=C(N/N=C/c1cccc(O)c1)c1cc(C2CC2)nc2ccccc12
 : 19.6 | 1.9 | 1.0 | -1.1 | 2.8 | -13.2 | 0.7 | 14.2 | -10.5

The listing continues:
The line under a structure holds: VLA-4 inh | PP5 primary | GRK2 inh | Fh CTSL1 inh | proCasp7 act | core dimer inh | PP1 inh | GASC-1 inh | procasp3 activ
- CCn1cc([N+](=O)[O-])c(C(=O)Nc2nc(-c3ccc(C)c(C)c3)c(C)s2)n1
 : 1.6 | 1.9 | 1.0 | 0.5 | 9.1 | 8.9 | 1.4 | 0.3 | 4.2
- COc1ccc(OCC(=O)N2CCN(S(=O)(=O)c3ccc(Cl)cc3)CC2)cc1
 : 6.2 | 2.2 | 2.0 | 0.9 | -1.1 | 2.5 | -1.0 | 5.3 | 4.1
- CSc1nc(C)c2cc(C)oc2n1
 : -2.7 | 0.5 | 1.0 | 2.2 | -3.2 | -6.8 | 0.4 | -5.2 | 3.6
- COc1cccc(CNC(=O)C2CCN(c3ncnc4c3nc3n4CCCCC3)CC2)c1
 : 13.9 | 2.0 | 13.0 | -0.3 | 10.7 | 6.7 | 4.4 | 4.5 | 10.1
- CCOc1ccc(OCc2ccc(C(=O)NN)o2)cc1
 : 2.4 | 2.0 | 5.0 | 1.1 | -0.6 | -3.8 | -2.1 | -32.0 | -12.5
- COCCN1C(=O)C(=O)/C(=C(/O)c2ccc(S(=O)(=O)N3CCOCC3)cc2)C1c1cccc(OC)c1 (centres undefined)
 : 10.7 | 0.7 | 0.0 | 0.6 | 2.3 | -3.0 | -3.8 | -4.6 | -2.6
- Cc1cc(C)n2nc(SCc3ccccc3F)nc2n1
 : -7.1 | 0.0 | 0.0 | -4.1 | -2.0 | -0.8 | -0.8 | 5.7 | -0.7
- CCOC(=O)c1c(C2CC2)csc1NC(=O)COC(=O)c1cc(OC)c(OC)cc1[N+](=O)[O-]
 : 0.3 | 1.4 | 9.0 | 3.0 | 7.2 | 13.5 | 0.2 | -6.5 | -1.6
- CCOCCCNC(=S)N1CCC(NC(=O)c2ccco2)CC1
 : -0.1 | -2.2 | 3.0 | -1.3 | -0.7 | -2.7 | -3.0 | 5.8 | -5.4
- Cc1c(NC(=S)Nc2ccccc2C(F)(F)F)cccc1[N+](=O)[O-]
 : -0.8 | 0.5 | 0.0 | 2.4 | -5.6 | -3.6 | -1.5 | -0.8 | 2.9
- COc1ccc2cc(CN(Cc3ccco3)C(c3nnnn3C3CCCCC3)C(C)C)c(=O)[nH]c2c1 (centres undefined)
 : -19.0 | 2.0 | 0.0 | 2.7 | -8.0 | -0.1 | 0.0 | -8.8 | -6.9
- Cc1cccc(NC(=O)c2cc(S(=O)(=O)N3CCc4ccccc43)cn2C)c1
 : -17.9 | 4.9 | 1.0 | -2.8 | 2.7 | 15.5 | -0.7 | -8.8 | -1.6
- O=C(NCc1cccnc1)C(=O)Nc1ccc2c(c1)OCO2
 : 6.0 | -0.1 | 0.0 | -4.0 | 1.1 | -3.5 | -2.8 | -6.1 | 1.3
- O=C(Nc1nnc(-c2ccco2)o1)c1ccc(N2C(=O)CCC2=O)cc1
 : 3.0 | 2.1 | 2.0 | 2.7 | 9.2 | 3.0 | 1.3 | 41.9 | 4.7
- CCN(CC)c1ccc(/C=N/N2CCN(Cc3ccc(C)cc3)CC2)c(O)c1
 : 15.0 | 1.6 | 1.0 | 0.5 | -0.9 | 2.1 | 0.1 | 3.5 | 10.1

Assay outcomes from PubChem.
